Pemphigus Ab inh = inhibitors of pemphigus antibody binding to human desmoglein-3; P32926; DSG3-coupled beads, scFv-anti-DSG3-GFP binding, flow cytometry; active compounds read low; binding (percent of control), % at 10 µM; actives 0.48% (n = 310,000); AID 588358;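 active = binding more than 3 SD below its plate's average and above zero; inconclusive = below that plate limit but binding exactly zero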;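 also: hits lower antibody fragment binding to DSG3; some compounds called inactive have numbers as strong as hits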
Arrestin-AP2 inh = inhibitors of human beta-arrestin and AP2 interaction; FITC-arrestin peptide / GST-AP2 beads, flow cytometry; AP2 beta2 appendage carries R879A mutation; inhibition, % at 10 µM; actives 0.31% (n = 340,000);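 active = inhibition above a set limit, near 3 SD of compounds lacking own fluorescence, cut at about 54% in these data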;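 also: plate controls were DMSO wells for no effect and 5 µM unlabelled arrestin peptide for full effect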
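System: GST-AP2 R879A glutathione beads. Medium: PBS with 0.05% Tween 20 and 0.1% BSA. Also added: FITC-arrestin peptide, 50 nM. Incubation: 12 min plus 1 h, RT. Measured by: high-throughput flow cytometry of beads, ex 488, em 535 nm. Evaluation: percent drop in bead-associated FITC signal.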
MOR-DOR inv ag = inverse agonist of human OPRM1-OPRD1 heterodimerization. P35372+P41143. cell-based MOR-DOR heterodimer luminescence, inverse agonism. inhibition, % at 9.3 µM. actives 0.21% (n = 340,000). AID 504357; in the data active = inhibition above about 22%, passing the limit was not always enough;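 also: 0% = cells with DMSO and 100% = wells without cells with DMSO; values of inactives mirror those of a sister screen read the other way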
MOR-DOR ag = agonists of human mu-delta opioid receptor heterodimerization; P35372+P41143; cells, OPRM1-OPRD1 heterodimerization, luminescence; activation, % at 9.3 µM; actives 0.3% (n = 340,000); AID 504326; in the data active = activation above about 18%;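 also: 0% = vehicle-treated cells and 100% = reference agonist; values of inactives mirror those of a sister screen read the other way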
V-ATPase pH = alters yeast V-ATPase proton transport; S. cerevisiae, pHLuorin cytosolic pH fluorescence; response, % at 10 µM; actives 0.37% (n = 350,000); AID 504577; in the data active = response mostly above about 7.3%, no sharp cut-off; inactive = mostly below about 5.4%; also: actives read high; inactives centre near 0; some compounds called inactive have numbers as strong as hits; reference of the scale not given here
Wnt act = Wnt/beta-catenin pathway activation; Wnt/beta-catenin reporter cell assay, activator, plate reader; activation, % at 9.35 µM; actives 1.2% (n = 300,000); AID 743398; in the data active = activation above about 30%, passing the limit was not always enough; inconclusive = no clear call, values can overlap the other calls;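 also: 0% = neutral control wells and 100% = positive control wells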
C-LANA FP = blocks KSHV LANA C-terminal domain binding to DNA; MBP-C-LANA/FAM-LBS DNA binding, fluorescence polarization; inhibition, % at 9 µM; actives 0.078% (n = 340,000);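 active = highest replicate inhibition at or above 60% at 9 µM, even if other replicates fall short; inactive = all replicates below 60% inhibition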;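 also: 0% = neutral control wells and 100% = 4 µM acridine orange control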
cardiac RTF act = increases calcium sensitivity of human cardiac regulated thin filaments; AID 493008; activation, % at 7.2 µM; P19429+P45379; IANBD-labeled TnC RTF fluorescence at EC20 calcium; 0% EC20 calcium, 100% full calcium; actives 0.24% (n = 340,000);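 active = activation above the mean over all tested compounds plus 3 SD, cut at about 30% in these data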;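 also: rise in fluorescence read as greater calcium sensitivity of cardiac thin filaments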
Cardiac RTF inh = cardiac RTF calcium desensitization | P19429+P45379 | IANBD-labeled cardiac RTF, Ca2+ fluorescence | inhibition, % at 7.15 µM | actives 0.12% (n = 340,000);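 active = inhibition above the mean inhibition of all tested compounds plus 3 SD, cut at about 17% in these data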;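 also: assay run at fixed EC70 calcium of 1.6 mM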
Keap1 Nrf2 FP = disrupts human Keap1 binding to Nrf2 peptide | Q14145 | Keap1 Kelch-Nrf2 peptide fluorescence polarization, 1536-well | inhibition, % at 9.4 µM | actives 0.15% (n = 340,000) | AID 504523; in the data active = inhibition above about 12%; inconclusive = no clear call, values can overlap the other calls; inactive = below about 7.3%;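 also: human Keap1 Kelch domain with fluorescein labeled Nrf2 9mer peptide probe; 0% = neutral control wells and 100% = peptide positive control; higher means more block of Keap1 binding to Nrf2 peptide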
Target sequence (Q14145 whole entry, looked up, the tested form may be a part): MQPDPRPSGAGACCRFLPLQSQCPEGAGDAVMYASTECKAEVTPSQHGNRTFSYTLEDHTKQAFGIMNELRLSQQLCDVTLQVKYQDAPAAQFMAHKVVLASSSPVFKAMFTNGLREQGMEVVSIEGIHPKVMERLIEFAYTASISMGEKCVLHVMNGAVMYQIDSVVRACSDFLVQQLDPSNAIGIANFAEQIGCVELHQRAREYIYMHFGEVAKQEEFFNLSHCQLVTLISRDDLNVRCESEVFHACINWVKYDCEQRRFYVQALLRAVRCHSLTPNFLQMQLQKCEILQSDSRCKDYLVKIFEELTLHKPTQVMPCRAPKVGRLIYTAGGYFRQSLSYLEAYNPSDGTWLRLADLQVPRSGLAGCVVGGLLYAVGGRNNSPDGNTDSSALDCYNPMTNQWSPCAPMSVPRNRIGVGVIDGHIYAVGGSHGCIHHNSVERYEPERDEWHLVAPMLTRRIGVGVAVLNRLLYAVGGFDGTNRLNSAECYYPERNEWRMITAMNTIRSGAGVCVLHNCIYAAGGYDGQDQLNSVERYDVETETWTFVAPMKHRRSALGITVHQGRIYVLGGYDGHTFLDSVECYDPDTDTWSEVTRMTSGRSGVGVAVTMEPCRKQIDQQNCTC
* marks the source's active call; other numbers are inactive results; ? = inconclusive; nt = no result given.

SMILES	Pemphigus Ab inh	Arrestin-AP2 inh	MOR-DOR inv ag	MOR-DOR ag	V-ATPase pH	Wnt act	C-LANA FP	cardiac RTF act	Cardiac RTF inh	Keap1 Nrf2 FP
CCCC(=O)NC(=S)Nc1ccc(N2CCOCC2)c(Cl)c1	104	22	6	-0.9	2	13	1.6	1	4	-1
COc1ccc(OC)c(NC(=O)CN2CCC(C(=O)c3ccc(C)cc3)CC2)c1	101	8	-8	1.4	-2	nt	-0.6	2	-7	0
O=C(/C=C\c1cn(-c2ccccc2)nc1-c1ccccc1)Nc1nccs1	96	44	-22	4.3	1	nt	-0.2	1	-4	1
CCC(C)NS(=O)(=O)c1ccc(OCC(=O)Nc2ccc(F)cc2F)cc1 (centres undefined)	nt	-7	9	-2.2	5	-1	-0.5	-8	-3	3
CCNC(=S)NNc1nc(N2CCOCC2)nc(N2CCOCC2)n1	100	1	1	-0.2	-4	-3	-0.2	-4	-6	2
Cc1snc(S(=O)(=O)Cc2ccccc2Cl)c1C#N	105	-1	7	-1.4	1	nt	-0.3	0	1	-3
COc1ccc(CC(=O)N(C)Cc2ccc(OC(F)F)cc2)cc1S(=O)(=O)N1CCOCC1	101	44	15	-4.0	4	-3	1.1	-4	-11	-3
Cc1nc(SC2CCOC2=O)c2c(C)c(C)sc2n1 (centres undefined)	97	-72	8	-1.3	nt	nt	0.6	0	-4	1
CC(C)C(=O)N(Cc1ccc2c(c1)OCO2)Cc1ccccn1	102	6	2	-0.3	-2	-2	-1.0	-1	-9	-1
Cc1ccc(C(=O)ON=C2CCN(c3ccc([N+](=O)[O-])cc3)CC2)cc1	95	3	8	-1.6	0	nt	0.3	3	1	0
O=C1CCC(=O)N1c1cccc(OS(=O)(=O)c2ccccc2)c1	96	-7	-2	0.2	1	-2	0.1	-9	-13	0
COc1ccccc1C(=O)Nc1nnn(C)n1	105	-4	-8	1.5	4	-2	-0.1	18	-8	-5
CN1N=C(C(=O)N2CCc3c([nH]c4ccccc34)C2c2c(F)cccc2Cl)CCC1=O (centres undefined)	99	9	16	-3.3	-2	4	2.0	-6	0	-3
COc1cccc(NC(=O)CSc2ccc3nnc(-c4ccncc4)n3n2)c1	102	-5	1	-0.1	-4	-2	0.1	0	-11	4
CCOC(=O)CN(C(=O)COc1nc(-c2ccccc2)cc(C)c1C#N)c1ccc(F)cc1	111	6	2	-0.3	-2	-2	0.9	5	-2	-5
O=C(NNC(=O)c1ccc(Cl)cc1Cl)c1cccs1	97	-8	2	-0.5	1	-1	-0.1	1	12	-4
Cc1cc(C)cc(N2CC(O)Cn3c2nc2c3c(=O)[nH]c(=O)n2C)c1 (centres undefined)	107	-17	10	-2.3	-2	-3	0.6	-5	-11	1
CNC(=O)Nc1ccc(Cl)cc1	nt	18	6	-0.9	-2	7	0.1	-5	6	0
c1ccc(-c2cn3cccnc3n2)cc1	100	4	-3	0.6	1	1	-0.1	-4	-2	-6
CC(C)C[C@H](NC(=O)[C@H](Cc1ccccc1)n1c(=O)[nH]c2ccccc2c1=O)C(=O)N1CCC[C@H]1C(=O)O	106	-3	17	-3.4	0	-1	5.4	-11	0	1
C#CCN1C=CC(=O)[C@@H](OC(=O)NCCC)[C@H]1c1ccccc1Br	102	2	23	-4.9	0	1	1.3	-2	-5	-2
CCCCCC(=O)Nc1ccc(C(=O)COC(=O)CN2C(=O)NC3(CCCC3)C2=O)cc1	108	-19	6	-1.0	3	7	-0.2	-1	-3	4
O=C(Nc1ccc2c(c1)OCO2)C1CCN(C(=O)CSc2ncnc3ccccc23)CC1	98	1	3	-0.6	2	3	0.4	-3	5	0
CC(C)CNC(=O)C1CCCN1S(=O)(=O)c1ccc(Cl)cc1 (centres undefined)	100	4	-1	0.1	-3	nt	0.4	6	-3	-3
CCOc1ccccc1/C=C(\C(=O)O)c1ccc(S(=O)(=O)N2CCCCC2)s1	nt	32	6	-1.4	-4	-2	2.0	-1	-8	-1

Next section.
SMILES	Pemphigus Ab inh	Arrestin-AP2 inh	MOR-DOR inv ag	MOR-DOR ag	V-ATPase pH	Wnt act	C-LANA FP	cardiac RTF act	Cardiac RTF inh	Keap1 Nrf2 FP
Cc1ccc(/C=N/NC(=O)Cc2c[nH]c3ccccc23)c(C)c1	105	5	-5	0.9	-1	-2	1.0	-2	2	1
Cc1ccc(NC(=S)N2CCN(Cc3ccccc3)CC2)c(C)c1	104	-20	-6	1.1	4	nt	-4.2	2	-11	6
O=C(Nc1cccnc1)C1CCC(CNS(=O)(=O)c2cccc3nsnc23)CC1 (centres undefined)	87	-13	2	-0.4	-1	-4	-0.4	8	-14	1
COc1ccc(NC(=O)CC2SC(N3CCCC3)=NC2=O)cc1Cl (centres undefined)	101	7	-12	3.0	-1	0	0.4	-3	0	-2
CN(C)c1ccc(-n2cccc2/C=C2/SC(=Nc3ccc(F)cc3)NC2=O)cc1	92	-10	13	-2.2	-1	0	1.0	-4	-3	-3
O=C(Nc1ccc(C(F)(F)F)cc1)C1CCCN1S(=O)(=O)c1cccc2cccnc12 (centres undefined)	94	22	5	-1.0	1	nt	0.3	2	-7	0
CCCOc1ccc(-c2nc(OC)c3ccccc3n2)cc1	99	7	3	-0.7	-4	nt	1.2	3	-7	-1
Cc1n(N)c2ccccc2[n+]1CC(=O)c1ccccc1	101	-18	13	-2.6	-2	0	0.0	2	-1	-1
Cc1ccc(NC(=O)NNS(=O)(=O)c2ccc(Br)cc2)cc1	92	9	5	-1.1	3	nt	-1.2	1	0	-1
Cc1nc2ccc(CCO)cc2s1	79	-11	17	-3.2	1	-4	-1.9	-3	-26	-4
Cc1ccc(C=Nc2cccnc2N)cc1	96	6	1	-0.3	-2	nt	11	9	-41	5
COc1ccc(NC(=O)c2cccnc2N2CCCCC2)cc1	107	22	18	-3.2	2	0	-0.5	0	7	-1
Cc1cc(N)n2nc(C)c(-c3ccccc3)c2n1	102	5	-11	1.7	2	6	-1.2	6	14	-2
COc1ccc(C(=O)N2CC3(CC(c4cccc(NC(=O)COc5ccc(Cl)cc5)c4)=NO3)C[C@@H]2C(N)=O)cc1 (some centres undefined)	104	3	-5	0.8	-3	-2	1.3	2	6	-6
CC(C)OCCCNC(=O)C(NC(=O)c1ccc(Cl)cc1)C(C)C (centres undefined)	107	-1	18	-3.7	0	-3	-1.4	-2	-16	-5
CCc1cc(C(=O)OC)c(NC(=O)CC2NCCNC2=O)s1 (centres undefined)	100	32	13	-2.4	1	0	-1.5	-2	-8	3
CS/C(Nc1cc(Cl)ccc1Cl)=C(/C#N)C(=O)c1ccco1	114	-2	13	-2.5	3	37*	0.8	-1	-13	-3
O=C(c1cccc(Br)c1)N1CCN(S(=O)(=O)N2CCCCC2)CC1	102	16	13	-2.4	-4	-2	-0.7	-8	-4	4
COc1ccc(-c2ncncc2-c2csc(C)n2)c(O)c1OC	102	2	16	-2.9	1	nt	-0.8	6	7	-2
COc1ccc(C2/C(=C(/O)c3ccc(C)cc3)C(=O)C(=O)N2c2ccccn2)cc1 (centres undefined)	91	-13	7	-1.6	-4	2	-1.7	0	-4	-5
COc1ccc(NC(=O)Nc2ccc(F)cc2)c(C)c1	104	-3	11	-1.6	-1	nt	0.8	-2	-22	3
O=C(NCc1ccco1)c1ccc(Oc2ccccc2)cc1	99	1	6	-1.2	-3	?	-1.6	-1	-4	0
Cc1ccc(CC(CC(=O)Nc2cccc(C(F)(F)F)c2)C(=O)O)cc1 (centres undefined)	107	nt	4	-0.9	4	nt	1.0	10	-7	1
CCCCn1nc(C(=O)Nc2nc3c(s2)CCCC3)c2ccccc2c1=O	99	22	10	-1.9	-2	1	0.4	-4	-1	6
CC(C)(C)CNC(=O)c1ccc2c(c1)S(=O)(=O)c1cc(Cl)ccc1C2=O	101	-3	-23	4.2	-1	0	0.3	0	-3	3

Additional structures
SMILES	Pemphigus Ab inh	Arrestin-AP2 inh	MOR-DOR inv ag	MOR-DOR ag	V-ATPase pH	Wnt act	C-LANA FP	cardiac RTF act	Cardiac RTF inh	Keap1 Nrf2 FP
Cc1cc(Nc2ccccc2)nc(N2CCN(C(=O)c3ccc4c(c3)OCO4)CC2)n1	96	-4	23	-4.8	-1	-3	0.2	4	2	-6
CCc1ccc(-c2nc(CN3CCCC(C(=O)O)C3)c(C)o2)cc1 (centres undefined)	97	-2	10	-2.0	5	2	-0.8	5	-1	0
CC(C)N(CCCNC(=O)C1CCN(C(=O)c2cc3sccc3n2C)CC1)Cc1ccccc1	111	6	0	-0.1	2	-2	0.9	-3	-7	-4
Cc1ccc(CNC(=O)c2ccc(N3CCCC3=O)cc2)cc1	102	0	12	-2.2	1	nt	-0.4	-4	-4	-1
COc1cccc(N2CC(C)Cn3c2nc2c3c(=O)n(CCN3CCOCC3)c(=O)n2C)c1 (centres undefined)	115	11	22	-4.5	-4	1	0.8	1	1	-3
COCCN(C(=O)c1csnn1)C(C(=O)NC1CCCCC1)c1ccccc1 (centres undefined)	101	-2	3	-0.6	2	-2	-0.5	-1	2	7

Given with bars between the fields: part of the list above
molecule | Pemphigus Ab inh | Arrestin-AP2 inh | MOR-DOR inv ag | MOR-DOR ag | V-ATPase pH | Wnt act | C-LANA FP | cardiac RTF act | Cardiac RTF inh | Keap1 Nrf2 FP
O=C(/C=C\c1cn(-c2ccccc2)nc1-c1ccccc1)Nc1nccs1 | 96 | 44 | -22 | 4.3 | 1 | nt | -0.2 | 1 | -4 | 1
CCC(C)NS(=O)(=O)c1ccc(OCC(=O)Nc2ccc(F)cc2F)cc1 (centres undefined) | nt | -7 | 9 | -2.2 | 5 | -1 | -0.5 | -8 | -3 | 3
CCNC(=S)NNc1nc(N2CCOCC2)nc(N2CCOCC2)n1 | 100 | 1 | 1 | -0.2 | -4 | -3 | -0.2 | -4 | -6 | 2
Cc1snc(S(=O)(=O)Cc2ccccc2Cl)c1C#N | 105 | -1 | 7 | -1.4 | 1 | nt | -0.3 | 0 | 1 | -3
COc1ccc(CC(=O)N(C)Cc2ccc(OC(F)F)cc2)cc1S(=O)(=O)N1CCOCC1 | 101 | 44 | 15 | -4.0 | 4 | -3 | 1.1 | -4 | -11 | -3
Cc1nc(SC2CCOC2=O)c2c(C)c(C)sc2n1 (centres undefined) | 97 | -72 | 8 | -1.3 | nt | nt | 0.6 | 0 | -4 | 1
CC(C)C(=O)N(Cc1ccc2c(c1)OCO2)Cc1ccccn1 | 102 | 6 | 2 | -0.3 | -2 | -2 | -1.0 | -1 | -9 | -1
Cc1ccc(C(=O)ON=C2CCN(c3ccc([N+](=O)[O-])cc3)CC2)cc1 | 95 | 3 | 8 | -1.6 | 0 | nt | 0.3 | 3 | 1 | 0
O=C1CCC(=O)N1c1cccc(OS(=O)(=O)c2ccccc2)c1 | 96 | -7 | -2 | 0.2 | 1 | -2 | 0.1 | -9 | -13 | 0
COc1ccccc1C(=O)Nc1nnn(C)n1 | 105 | -4 | -8 | 1.5 | 4 | -2 | -0.1 | 18 | -8 | -5

Source: PubChem (several laboratories)

Hits appear at their usual frequency (roughly 3.1% active in at least one column).
